# Bioassay records as filed in PubChem BioAssay.
# Abeta rescue: compounds reversing amyloid beta toxicity in yeast. Potency, µM (series often up to 46.1 µM), for the others: top-dose growth rescue, most hits filed as activators. actives 0.063% (n = 410,000). AID 1347071. yeast expressing A-beta42, growth rescue, OD600, 48 h; response scale: 0% DMSO, 100% iron-clioquinol control; note: potency is the fitted concentration of half-maximal effect; nearly all actives have a fitted effect of over 55% in size
#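 Yeast A-beta toxicity model in growth medium with pinned compounds, 48 h at 30 C; growth read as absorbance at 600 nm. Normalized to FeCl3/clioquinol equimolar mix (positive) and DMSO (negative).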
# EPAC2 ag: EPAC2 (human) agonism; actives 0.079% (n = 360,000); Q8WZA2; EPAC2 activation, biochemical qHTS; response scale: 100% = 6.5 mM cAMP response; Potency, µM (series often up to 154 µM), inactives show at the top dose activation, usual class: activators; note: potency is the fitted concentration of half-maximal effect; nearly all actives have a fitted effect of over 50% in size
#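 qHTS, titration series. 100 nM EPAC2 / 250 nM Rap1B-BODIPY-GDP / 50 uM GDP; RT; ex 480/em 540 nm, 5-min reads to 30 min. Norm. to 6.5 mM cAMP = activation.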
# EPAC2 antag: antagonists of human EPAC2; EPAC2 GEF exchange of Rap1B-BODIPY-GDP, fluorescence; AID 720708; Q8WZA2; Potency, µM (series often up to 114 µM), inactives show at the top dose activity, negative = inhibition, actives largely listed as inhibitors; actives 0.18% (n = 360,000); note: potency is the fitted concentration of half-maximal effect; % is set by controls: 0 for no effect and ±100 for the full control effect; nearly all actives have a fitted effect of over 45% in size; many of its hits are not listed in these tables
# TDP43 rescue: rescues yeast growth from TDP-43 toxicity | AID 652104 | Potency, µM (highest dose often 46.1 µM), for the others: at the top dose growth rescue (activation), usual class: activators | actives 1.8% (n = 410,000) | TDP-43 expressing yeast growth rescue, BacTiter-Glo, 24 h; note: potency is the fitted concentration of half-maximal effect; % of control where 0% means no effect; nearly all actives have a fitted effect of over 50% in size
#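 Luminescence from BacTiter-Glo reports growth of TDP-43-expressing yeast after 24 hr at 30 deg C with compound. Cells were raffinose-pregrown to mid-log, then seeded in galactose medium at OD600=0.02.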
# DRD3 agonist: agonists of human D3 dopamine receptor. D3R DiscoveRx beta-arrestin cells, luminescence, 90 min. max activation, %. P35462. AID 652048. actives 0.58% (n = 410,000); in the data active = max activation above about 30%; note: 0% is about no effect; mostly tested at two doses, the higher about 12 µM
# Target sequence (P35462 whole entry, looked up): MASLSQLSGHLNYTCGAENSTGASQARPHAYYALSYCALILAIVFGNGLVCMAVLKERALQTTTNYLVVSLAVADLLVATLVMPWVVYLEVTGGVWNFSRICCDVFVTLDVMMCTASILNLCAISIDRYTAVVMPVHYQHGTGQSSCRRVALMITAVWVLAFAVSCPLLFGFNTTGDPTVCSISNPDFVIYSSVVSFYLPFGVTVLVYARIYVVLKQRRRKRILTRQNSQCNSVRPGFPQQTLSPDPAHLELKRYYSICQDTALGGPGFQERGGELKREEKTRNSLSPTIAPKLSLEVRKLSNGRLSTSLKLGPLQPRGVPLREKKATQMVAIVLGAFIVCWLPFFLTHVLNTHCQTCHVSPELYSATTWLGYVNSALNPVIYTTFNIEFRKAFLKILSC
#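 Agonist mode: compounds and dopamine controls were applied to plated cells for 90 min at 37 degrees C after an overnight attachment at 1500 cells/well. Luminescent read-out followed 30 - 60 minutes at room temperature with DiscoveRx detection reagent.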
# FUS suppressor: rescues growth of FUS-expressing yeast | Potency, µM (top dose mostly 76.6 µM), for the others: at the highest dose growth rescue (activation), most hits filed as activators | S. cerevisiae FUS-expressing, growth rescue, OD600, 24 h | actives 0.24% (n = 390,000);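 note: potency is the fitted concentration of half-maximal effect; plate controls were DMSO vehicle for no effect and reference control for full effect; nearly all actives have a fitted effect of over 55% in size; some results filed as inactive show a strong effect at the top dose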
#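 Cultures pregrown in 2.5% raffinose medium are shifted to minimal medium containing 2% galactose to express toxic FUS. Compounds are tested at several concentrations. After 24hr at 30C, growth is quantified at 600 nm absorbance.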
# DRD3 antagonist: antagonists of human D3 dopamine receptor | AID 652054 | actives 2.5% (n = 360,000) | P35462 | max response, negative = inhibition, % | D3R cells, DiscoveRx beta-arrestin luminescence, antagonist mode; stronger effect = lower value; in the data active = max response below about -50%; inconclusive = no clear call, values can overlap the other calls; note: % is set by controls: 0 for no effect and ±100 for the full control effect; mostly tested at two doses, the higher about 12 µM
#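 Cells plated overnight at 1500 cells/well, then exposed to library compounds with dopamine controls for 90 minutes at 37 degrees C. DiscoveRx reagent added for 30–60 minutes at room temperature; luminescence read, quantitative HTS format.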
# aSyn yeast inh: inhibitors of alpha-synuclein toxicity in yeast. actives 0.14% (n = 370,000). Yeast expressing alpha-synuclein, growth rescue, BacTiter-Glo, 24 h. Potency, µM (series often up to 46.1 µM), without a hit: top-dose growth rescue (activation), usual class: activators; note: potency is the fitted concentration of half-maximal effect; % of control where 0% means no effect; nearly all actives have a fitted effect of over 65% in size
#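 Readout is rescue of growth in alpha-synuclein-expressing yeast, so inhibitors of toxicity appear as activators. Growth after 24 hr at 30 deg C in galactose medium is quantified by luminescence.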
# Numbers without * were called inactive; ? = inconclusive; / = not tested or not shown; & = joins results of further samples; [ ] = remark or other dose. Unless noted, calls come from the whole dose curve; as a rule, active = well fitted curve in the direction sought with a large enough effect; inconclusive = small, poorly fitted or top-dose-only effect, or another doubt; inactive = no such curve, though single readings can be large; an effect the other way counts as inactive or inconclusive. This is a subset, so the mix of outcomes need not match the whole.
Structure	TDP43 rescue	DRD3 antagonist	Abeta rescue	aSyn yeast inh	DRD3 agonist	EPAC2 antag	EPAC2 ag	FUS suppressor
CCCNC(=O)C1(C)CCCN(C(=O)c2sccc2C)C1 (stereo unspecified)	11%	11	11%	-5%	12	24%	4%	-14%
COc1cc2cc(C)nc(Cc3cccc4ccccc34)c2cc1OC	8%	?	-6%	12%	5	?	8%	1%
O=C(NCc1cccc(C(F)(F)F)c1)c1ccc(=O)[nH]c1	7%	-30	2%	?	3	2%	5%	-8%
CC(=O)N1CCN(c2ccccc2NC(=O)COc2ccc(Cl)cc2Cl)CC1	?	0	-15%	4%	-2	?	7%	18%
O=c1c2c(nc3c(-c4cccc5ccccc45)c[nH]n13)CCC2	-8%	?	-10%	-5%	-1	2%	-5%	34%
COc1ccccc1CNC(=O)C(CC(C)C)N1Cc2ccccc2C1=O (stereo unspecified)	4%	/	-14%	/	-1	/	/	0%
CC(=O)c1ccc(-n2c(CCC(=O)O)ccc2-c2cccs2)cc1	?	-6	-11%&-10%	10%	-1&2	5%	-10%	28%&5%
CCc1ccc(OCC(=O)N/N=C(\C)c2ccc(-n3ccnc3)cc2)cc1	1%	1	-10%	-2%	-2	6%	-15%	2%
CCOC(=O)CSC1=C(C#N)C(c2ccccc2F)C(C(C)=O)=C(C)N1 (stereo unspecified)	-6%	10	-28%	-17%	-1	-6%	12%	20%
Cc1ccc(Cn2c(=O)n(Cc3ccco3)c(=O)c3oc4ccccc4c32)cc1	-13%	/	-17%	/	-12	/	/	18%
CCN1C[C@@H]2[C@@H]3C(=O)N(Cc4ccccc4)C(=O)[C@@H]3[C@](CC)(C(=O)OC)N2C1=NC1CCCCC1	7%	0	4%	2%	-8	1%	4%	6%
Cc1nonc1NC(=O)CSc1nnc(-c2ccoc2C)n1CC(C)C	5%	-15	6%	1%	5	1%	-12%	10%
CC1CCCN(Cc2c(C(=O)N3CCc4ccccc4C3)nc3ccc(Cl)cn23)C1 (stereo unspecified)	4%	-17	-2%	6%	-8	-3%	5%	9%
O=S(=O)(c1ccc(F)cc1)N1CCN(CC(O)COCC2CCCO2)CC1 (stereo unspecified)	7%	?	-14%	1%	-2	-1%	-3%	1%
COC(=O)c1ccc(NC(=O)CCc2c(C)nc3c(c2C)c(=O)n(C)c(=O)n3C)cc1	1%	/	-15%	/	4	/	/	-26%
COc1ccc(NS(=O)(=O)c2cccc(C(=O)NN=Cc3ccc(O)c(OC)c3)c2)cc1	15%	23	12%	1%	-2	0%	7%	8%
CC(Sc1n[nH]c(-c2cccs2)n1)C(=O)Nc1ccccc1F (stereo unspecified)	0%	39	-6%	-2%	1	-10%	1%	-3%
COc1ccc(CCNC(=O)CCc2cc(OC)c(OC)c(OC)c2)cc1	21%	17	1%	0%	0	4%	-1%	-27%
CC[C@]12c3[nH]c4cc(CCC(=O)N(C)C)ccc4c3CCN1C(=O)[C@@H](CC(=O)NCc1ccc(OC)c(OC)c1)C[C@@H]2C(=O)N1CCN(C(=O)C2CC2)CC1	-5%	32	3%	-3%	17	2%	3%	-1%
O=C(CCn1c(=S)[nH]c2ccccc2c1=O)NCCc1ccc(Cl)cc1	7%	?	-1%	1%	-11	-2%	12%	4%

# 3 entries from above, with two lines to a compound.
# Values run as follows: TDP43 rescue | DRD3 antagonist | Abeta rescue | aSyn yeast inh | DRD3 agonist | EPAC2 antag | EPAC2 ag | FUS suppressor
> Cc1nonc1NC(=O)CSc1nnc(-c2ccoc2C)n1CC(C)C
    5% | -15 | 6% | 1% | 5 | 1% | -12% | 10%
> CCOC(=O)CSC1=C(C#N)C(c2ccccc2F)C(C(C)=O)=C(C)N1 (stereo unspecified)
    -6% | 10 | -28% | -17% | -1 | -6% | 12% | 20%
> CCCNC(=O)C1(C)CCCN(C(=O)c2sccc2C)C1 (stereo unspecified)
    11% | 11 | 11% | -5% | 12 | 24% | 4% | -14%

# Next section
Structure	TDP43 rescue	DRD3 antagonist	Abeta rescue	aSyn yeast inh	DRD3 agonist	EPAC2 antag	EPAC2 ag	FUS suppressor
COc1ccc(Cc2nc3ccc(C(=O)N(C)Cc4nccn4C)cc3o2)cc1	-6%	21	8%	1%	3	3%	-2%	-15%
COc1ccc(C(=O)Nc2cccc(OC(=O)c3ccco3)c2)cc1	18µM*	-19	-2%	1%	-12	0%	13%	3%
Cc1cccc(NC(=O)N2CCC(n3c(C)nc4cccnc43)CC2)c1	15%	/	-17%	/	-2	/	/	-19%
O=C(CCCc1ccccc1)NCc1cn2ccsc2n1	23%	3	-1%	-1%	2	4%	9%	-10%
CCOc1ccc(C(=S)N2CCCC2)cc1OCC	16%	2	18%	4%	2	4%	10%	2%
COc1ccc(S(=O)(=O)Nc2cccc(-c3ccc(N4CCCCCC4)nn3)c2)cc1F	1%	/	-1%	/	6	/	/	?
CSc1nc(N)n2nc(-c3ccc(Cl)cc3)cc2n1	11%	19	-6%	4%	6	11%	4%	1%
Cc1cccc(OC(=O)c2snnc2C)c1	1%	/	7%	/	1	/	/	-23%
CCCCc1cc(=O)oc2cc(C)cc(OC(C)C(=O)NC(Cc3c[nH]c4ccc(O)cc34)C(=O)O)c12 (stereo unspecified)	14%	-18	-6%	1%	-7	9%	3%	9%
COC(=O)N1CCc2c(sc(NC(=O)C3=COCCO3)c2C#N)C1	-14%	12	-11%	1%	-11	15%	7%	17%
Nc1ccc(C(=O)OCC(=O)c2cccc([N+](=O)[O-])c2)cc1	25%	6	1%	6%	5	6%	3%	4%
COc1ccccc1OCC(=O)NC1CC(=O)N(c2ccc3c(c2)OCCO3)C1 (stereo unspecified)	-14%	/	-20%	/	-13	/	/	-25%
C=CCNc1nc(N)c([N+](=O)[O-])c(Nc2ccccc2OC)n1	16µM*	-19	-3%	6%	1	-4%	3%	9%
CCN1CCN(C(=O)C2CCN(C(=O)Nc3ccccc3)CC2)CC1	2%	0	-1%	-4%[1.84 µM]	3	-9%	11%	?
COc1ccc(OC)c(-n2nnnc2SCC(=O)Nc2ccc(C(=O)N3CCCCC3)cc2)c1	-18%	6	4%	11%	33*	-3%	-1%	2%
Nc1cc(=O)n(Cc2ccccc2)c(=O)n1Cc1ccccc1	3%	-14	0%	-6%	-11	0%	0%	/
Cc1noc(C)c1S(=O)(=O)N1CCC(C(=O)O)CC1	7%	1	-4%	0%	-4	-1%	2%	-18%
Cc1nnc(NC(=O)CSc2nnc(Cc3cccn3C)n2-c2cccc(C(F)(F)F)c2)s1	1%	-8	0%	6%	4	-18%	-13%	33%
CN(C(=O)c1ccc(NC(=O)Cc2ccc(NC(=O)C3CCN(C(=O)C4CC4)CC3)cc2)cc1)C1CC1	6%	6	1%	3%	2	-1%	12%	-1%
O=C(Nc1ccccc1)C1=C[C@@H](c2ccc(Br)cc2)C[C@@H](OCc2ccc(CO)cc2)O1	?	-20	12%	?	-7	4%	7%	?
COc1cccc(C(=O)Nc2ccc(S(=O)(=O)Nc3cc(C)nc(C)n3)cc2)c1	/	-19	4%	1%	4	-4%	2%	16%
C=CCN(c1ccccc1C(=O)NCC(=O)OCC)S(=O)(=O)c1ccc(C)cc1	20%	-5	7%	11%	6	-1%	-6%	-25%
Cc1ccc(S(=O)(=O)NCCC(C)C)cc1[N+](=O)[O-]	?	-14	-7%	13%	-8	-9%	2%	/
CCC(=O)OCC(=O)Nc1cc(S(=O)(=O)N(C)C)ccc1Cl	22%[9.22 µM]	12	4%	3%	5	2%	8%	-9%
CC1CCN(Cc2c(O)ccc3c(=O)c(-c4nc5ccccc5s4)c(N)oc23)CC1	-6%	-3	-9%	4%	-5	5%[57.1 µM]	18%	30%
Nc1nc2ccccc2cc1S(=O)(=O)c1ccccc1	-8%	9	?	?	6	-15%	3%	-11%
Cc1ccc(C(=O)Oc2cccc(NC(=O)c3cccs3)c2)cc1S(=O)(=O)N1CCOCC1	20%	-9	2%[9.22 µM]	-2%	2	-5%	5%	-3%
CC(=O)Nc1sc(C)c(C)c1CN1CCN(S(=O)(=O)c2ccccc2)CC1	-8%	9	-5%	1%	0	2%	10%	11%
O=C(Nc1ccc(F)cc1)NC1(C(=O)NCc2ccc3c(c2)OCO3)CCCCC1	16%	-15	2%	0%	3	-2%	12%	27%
O=C1CC2C(CCC23OCCO3)c2ccc3ccccc3c21 (stereo unspecified)	0%	-13	-8%	3%	-2	-2%	14%	/
Oc1ccc(N2CCN(C(c3cccs3)c3nnnn3CCc3ccccc3)CC2)cc1 (stereo unspecified)	-9%	111	1%	26%	-4	-7%	12%	?
Cn1c(-c2cccc(Br)c2)cnc1NCc1cccc(F)c1	0%	/	-7%	/	-6	/	/	-16%
COc1ccc2[nH]cc(C(=O)CN3CCCC(C)C3)c2c1 (stereo unspecified)	1%	13	8%	6%	1	0%	-2%	20%
N#Cc1c2n(c3c(=O)n(CC(=O)c4ccc([N+](=O)[O-])cc4)cnc13)CCCCC2	-9%	-4	12%	3%	0	5%	0%	-23%
COc1ccccc1N1C(=O)Cc2ccccc2C1=O	-1%	2	?	9%	-5	5%	6%	24%
COc1ccccc1N1CCN(S(=O)(=O)c2ccc3c(c2)CCCN3C(C)=O)CC1	15%	/	25%	/	2	/	/	35%
O=C1CC[C@@H]2CC(N3CCN(c4ccccc4)CC3)C[C@@H]3CCN1[C@H]23 (stereo partly specified)	8%	0	-10%	1%	2	-1%	3%	-22%
COc1ccc(NC(=O)c2cc(=O)c3ccccc3o2)cc1Cl	16%	-13	-13%	-2%	-3	0%	7%	17%
CC(C)C(OC(=O)CCC(=O)Nc1nccs1)C(=O)NC1CCCCC1 (stereo unspecified)	3%	1	-11%	-3%	-3	1%	14%	7%
COc1cc(C)ccc1OCCOc1c(C)cccc1Cl	2%	0	-11%	?	4	0%	5%	/
COC(=O)C(NS(=O)(=O)c1ccc(N2CCCC2=O)cc1)c1ccccc1 (stereo unspecified)	23%	1	-7%	-1%	2	-3%	2%	/
Cc1ccc(/C=N/N2CCN(C3c4ccccc4-c4ccccc43)CC2)s1	-3%	-5	25%	-8%	2	1%	-1%	-18%
